Source: PubChem (National Center for Advancing Translational Sciences (NCATS))
UbGFP stabilizer – ubiquitin-GFP accumulation via proteasome inhibition. Ubiquitin-GFP reporter cells, proteasome inhibition, GFP fluorescence; response scale: untreated = 0%, 10 µM MG-132 = 100%. Potency, µM (top dose mostly 45.9 µM), for the others: at the top dose activation (GFP accumulation), actives largely listed as activators. 67,000 tested, under 10 active. AID 526; active means well fitted activation curve with a large enough effect, not every such curve was filed as active; inconclusive means small, poorly fitted or top-dose-only effect, or another doubt; inactive means no such curve, though single readings can be large or run the other way; further: potency means the concentration at half of the fitted maximal effect
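U2OS cells expressing ubiquitin(G76V)-GFP, seeded overnight in 0.5% FBS medium, then treated 4 hr at 37 C across 46 uM to 2.9 nM. GFP-positive cells counted by laser cytometry (488 ex/515 em); %activity scaled between basal and 10 uM MG-132.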
BRCT PPI green – BRCA1 BRCT-phosphoprotein interaction inhibition; AID 875; Potency, µM (doses to about 76.9 µM), without a hit: top-dose activity change, negative = inhibition, actives largely listed as inhibitors; BRCA1 BRCT-phosphopeptide binding, green fluorescence polarization; 0.05% of 75,000 active; P38398;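 further: potency means the concentration at half of the fitted maximal effect; plate controls were peptide without protein for full effect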
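Fluorescence polarization: His-tagged BRCT (~35 kDa BRCA1 C-terminus, 250 nM) bound to 100 nM fluorescein-labeled phosphorylated 10-aa BACH1 peptide, pH 7.3 phosphate buffer with DTT and Tween 20. Compounds incubated 12 min at room temperature; inhibition read as lowered polarization.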
BRCT inh red – inhibitors of human BRCA1 BRCT-phosphoprotein interaction (red fluorophore); P38398; BRCT-phosphopeptide binding, red fluorescence polarization; 0.03% of 75,000 active; Potency, µM (doses to about 76.9 µM), for the others: at the top dose activity change, negative = inhibition, most hits filed as inhibitors; further: on the % scale 0 is the no-effect control and ±100 the full control effect
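Rhodamine-labelled pBACH1 10-mer (100 nM) bound to BRCT domain (100 nM) at pH 7.3; compounds incubated 12 min room temperature, polarization read. Free peptide defines full inhibition; unlabelled decapeptide titrated as control.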
HADH2 inh – HADH2 (human) dehydrogenase inhibition; Potency, µM (highest dose often 57.1 µM), for the others: top-dose activity change, negative = inhibition, actives largely listed as inhibitors; 3.4% of 73,000 active; AID 886; recombinant HADH2, NADH fluorescence, beta-hydroxybutyryl-CoA; further: potency means the concentration at half of the fitted maximal effect; on the % scale 0 is the no-effect control and ±100 the full control effect; nearly all actives have a fitted effect of over 60% in size; many of its hits are not listed in these tables
Target sequence (Q99714 whole entry, looked up, one chain of several): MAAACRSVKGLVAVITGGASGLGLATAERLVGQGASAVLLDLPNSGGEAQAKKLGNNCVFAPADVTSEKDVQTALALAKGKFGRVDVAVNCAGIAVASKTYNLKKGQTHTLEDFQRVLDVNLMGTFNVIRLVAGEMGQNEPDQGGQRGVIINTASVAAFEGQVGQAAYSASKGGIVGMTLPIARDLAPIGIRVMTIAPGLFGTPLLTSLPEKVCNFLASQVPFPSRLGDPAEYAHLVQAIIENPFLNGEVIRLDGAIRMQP
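Buffer 100 mM Tris-HCl pH 9.0/0.01% Tween-20; HADH2 20 nM; NAD+ 1 mM; beta-hydroxybutyryl-CoA 90 uM (all final). 15 min cpd preincubation, RT.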
Hsp90 Hop PPI – changes Hsp90-Hop TPR2A binding signal, up or down | AlphaScreen TPR2A-His6 binding biotin-Hsp90 C-terminal peptide | Potency, µM (highest dose often 57 µM), for the others: at the top dose activity change, negative = inhibition | 0.44% of 71,000 active; active means well fitted curve in either direction with a large enough effect; inconclusive means small, poorly fitted or top-dose-only effect, or another doubt; further: potency means the concentration at half of the fitted maximal effect; on the % scale 0 is the no-effect control and ±100 the full control effect; many of its hits are not listed in these tables
Epigenetic mod – epigenetic GFP locus derepression in mouse cells; mouse C127i GFP locus derepression, cytometry, 30 h; Potency, µM (doses to about 46.1 µM), for inactives: at the top dose GFP derepression (activation); 0.09% of 68,000 active; AID 597; further: % of control where 0% means no effect
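Locus derepression in mouse mammary C127i cells whose integrated CMV-GFP reporter is normally silent; GFP expression after 30 h compound treatment was quantified by counting fluorescent cells.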
HBB splice mod – hemoglobin beta splicing modulation | Potency, µM (doses to about 46.1 µM), for the others: top-dose activation, hits mostly activators | 0.06% of 65,000 active | HBB splicing reporter cell assay, activation; EGFP reporter with mutant IVS2-654 intron; response scale: normalised to 500 nM splice-correcting PNA; further: potency means the concentration at half of the fitted maximal effect; 0% is about no effect
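Compounds were applied for 2 days to HeLa EGFP-654 cells, 500/well in Optimem with 2% FCS. The reporter's EGFP is disrupted by mis-splicing of beta-globin intron IVS2-654. Readout: summed well GFP fluorescence from 488 nm laser scanning; reference was 500 nM antisense […] 654 PNA.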
ALOX15 inhib – inhibitors of human 15-lipoxygenase (ALOX15); AID 887; purified 15hLO-1, xylenol orange hydroperoxide absorbance; Potency, µM (series often up to 57.1 µM), without a hit: at the highest dose activity change, negative = inhibition, actives largely listed as inhibitors; 1.4% of 74,000 active; further: potency means the concentration at half of the fitted maximal effect; on the % scale 0 is the no-effect control and ±100 the full control effect; nearly all actives have a fitted effect of over 55% in size
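Compounds were preincubated 15 min at room temperature with 40 nM purified human enzyme (25 mM Hepes pH 7.5, 0.01% Triton X-100); 50 uM arachidonic acid reacted 6 min. Fe-xylenol orange detection, 30 min, absorbance ratio 573/405 nm.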
CRE-bla Fsk – modulators of forskolin-stimulated CRE signaling in CHO cells; Potency, µM (series often up to 38.2 µM), for inactives: top-dose activity change, negative = inhibition, most hits filed as activators; CHO CRE-bla reporter (cAMP response element driving beta-lactamase), forskolin EC10, beta-lactamase ratio; 2.5% of 71,000 active; active means well fitted activation curve with a large enough effect in the signal ratio, with a control signal flat, not every such curve was filed as active; inconclusive means small, poorly fitted or top-dose-only effect, or effect the other way, or a change in a side signal; the % refers to the signal ratio; further: potency means the concentration at half of the fitted maximal effect; % of control where 0% means no effect
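Reporter-gene assay: CHO cells with beta-lactamase behind cAMP responsive elements, co-treated with compound and EC10 NKH 477 for 3 hours at 37 degrees Celsius. Activity came from the 460/530 nm CCF4 emission ratio.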
USP2a inhib – inhibitors of human ubiquitin-specific protease USP2a. O75604. USP2a enzymatic assay, qHTS inhibition. Potency, µM (doses to about 38.3 µM), for the others: at the highest dose activity change, negative = inhibition, actives largely listed as inhibitors. 0.1% of 60,000 active. AID 927;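 further: potency means the concentration at half of the fitted maximal effect; nearly all actives have a fitted effect of over 60% in size; plate controls were DMSO for no effect and NEM full inhibition control for full effect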
Target sequence (O75604 whole entry, looked up): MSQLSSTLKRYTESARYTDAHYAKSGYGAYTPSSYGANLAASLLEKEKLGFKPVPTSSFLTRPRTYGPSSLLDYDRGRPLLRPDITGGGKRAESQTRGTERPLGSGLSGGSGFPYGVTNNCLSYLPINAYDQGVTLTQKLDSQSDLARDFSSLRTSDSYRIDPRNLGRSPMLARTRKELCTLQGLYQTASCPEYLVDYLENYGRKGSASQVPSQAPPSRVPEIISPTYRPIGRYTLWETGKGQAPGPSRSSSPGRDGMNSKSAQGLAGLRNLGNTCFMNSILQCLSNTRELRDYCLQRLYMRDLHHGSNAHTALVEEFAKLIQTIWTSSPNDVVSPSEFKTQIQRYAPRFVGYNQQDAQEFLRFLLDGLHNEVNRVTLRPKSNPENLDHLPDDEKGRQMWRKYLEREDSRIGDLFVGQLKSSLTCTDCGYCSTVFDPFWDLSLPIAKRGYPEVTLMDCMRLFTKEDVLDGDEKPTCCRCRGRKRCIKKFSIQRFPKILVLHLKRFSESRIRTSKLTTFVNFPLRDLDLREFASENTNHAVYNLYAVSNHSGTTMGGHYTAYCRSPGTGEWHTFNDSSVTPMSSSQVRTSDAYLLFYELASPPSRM
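USP2 core (20 nM final) was preincubated with compound for 30 min at RT in 20 mM Tris-HCl pH 8.0, 2 mM CaCl2, 2 mM beta-mercaptoethanol; Ub-PLA2 (20 nM) plus NBD C6-HPC (20 uM) then added, fluorescence read after 2.5 h.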
Pol III holo inh – DNA polymerase III holoenzyme inhibition; reconstituted DNA polymerase III holoenzyme replication, biochemical; Potency, µM (titrated, usually from 57.1 µM), for inactives: at the highest dose activity change, negative = inhibition; 0.25% of 71,000 active; further: potency means the concentration at half of the fitted maximal effect; on the % scale 0 is the no-effect control and ±100 the full control effect
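Reconstituted *E. coli* holoenzyme (0.35 nM Pol III, 1 nM beta, 154 nM SSB, 2 nM primase) was preincubated with compound for 15 min at RT. Synthesis on 1.4 nM ssM13Gori ran 35 min, then was stopped with PicoGreen/EDTA and read as dsDNA fluorescence.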
Starred values were filed as active, the others as inactive; ? = inconclusive; · = not tested or not shown; & = joins results of further samples; [ ] = another dose, or the depositor's remark. Unless noted, the call rests on the fitted dose curve; in most records, active means well fitted curve in the direction sought with a large enough effect; inconclusive means small, poorly fitted or top-dose-only effect, or another doubt; inactive means no such curve, though single readings can be large; an effect the other way counts as inactive or inconclusive. Not all compounds are listed (hit frequency here may not be typical).

SMILES	UbGFP stabilizer	BRCT PPI green	BRCT inh red	HADH2 inh	Hsp90 Hop PPI	Epigenetic mod	HBB splice mod	ALOX15 inhib	CRE-bla Fsk	USP2a inhib	Pol III holo inh
CC(C)(C)c1cc2c(O)c(c1)Cc1cc(C(C)(C)C)cc(c1O)Cc1cc(C(C)(C)C)cc(c1O)Cc1cc(C(C)(C)C)cc(c1O)Cc1cc(C(C)(C)C)cc(c1O)Cc1cc(C(C)(C)C)cc(c1O)Cc1cc(C(C)(C)C)cc(c1O)Cc1cc(C(C)(C)C)cc(c1O)C2	1%[9.17 µM]	-3.9%[15.4 µM]	-0.2%[15.4 µM]	-5%[11.4 µM]	-2%[11 µM]	4%[9.22 µM]	2.1%[9.22 µM]	9%[11.4 µM]	-5%[7.6 µM]	·	14%[11.4 µM]
COc1ccc(N(CC(=O)N2CCN(Cc3ccc4c(c3)OCO4)CC2)S(C)(=O)=O)cc1OC	22%	-1.1%	1.7%	1%	-2%	-3%	-2.8%	-1%	-2%	7%	-2%
CCCc1nc2c(o1)CC(CC(C)SCC)CC2=O (configuration not stated)	?	-2.4%	-0.2%	2%	-1%	-4%	-1.7%	4%	4%	5%	2%
Cc1c(C(=O)NCCCN2CCOCC2)sc2ncnc(N3CCN(c4ccccc4)CC3)c12	3%	-3.5%	0.5%	-5%	-4%	4%	0.5%	-4%	-9%	21%	-8%
COc1ccc(CNc2oc(C)nc2C#N)cc1	-9%	-1.5%	-1.2%	1%	0%	-2%	-0.2%[9.22 µM]	7%	5%	-2%	-2%
O=C(O)c1ccccc1CN1CCC[C@@H](C(=O)O)C1	-7%[9.17 µM]	-1.2%[15.4 µM]	0.3%[15.4 µM]	11%[11.4 µM]	1%[11 µM]	4%[9.22 µM]	0.8%[9.22 µM]	22%[11.4 µM]	7%[7.6 µM]	·	-6%[11.4 µM]
O=C(CSc1nnc(-c2cnccn2)n1Cc1ccco1)Nc1ccc(Br)cc1	-9%	-1.5%	-0.3%	-2%	1%	0%	1.9%	-17%	?	22%	-4%
Cc1cc(S(=O)(=O)Nc2c(C(=O)O)[nH]c3ccccc23)ccc1F	2%	-0.2%	0.1%	-7%	-5%	-3%	1.7%	7%	?	-1%	-6%
Cn1c(=O)c2c(nc(-n3ccnc3)n2C)n(C)c1=O	-7%	-1.7%	-0.6%	6%	0%	0%	·	1%	9%	-4%	-5%
Cc1ccc(-n2c(SCC(N)=O)nnc2-c2cccnc2)c(C)c1	1%	-1.6%	-0.5%	0%	-2%	0%	-0.1%[57.5 µM]	7%	-3%	2%	-4%
COC(=O)C(CC(=O)Nc1cc(C)ccc1C)Nc1ccccc1OC (configuration not stated)	-2%	-1.8%	-0.2%	4%	-7%	2%	-0.1%[57.5 µM]	0%	-5%	4%	-2%
CCn1c2ccccc2c2nnc(SCc3ccccc3)nc21	0%	-0.5%	0.2%	5%	-7%[2.3 µM]	·	-0.6%	-4%	3.2µM*	·	-3%
C[C@@H]1/C=C\CC(=O)OC[C@H]2O[C@@H](C=C[C@@H]2O)[C@H](C)/C=C\CC(=O)OC1	·	0.6%[15.4 µM]	0.4%[15.4 µM]	-4%[11.4 µM]	·	·	1.4%[9.22 µM]	-3%[11.4 µM]	·	·	·
CCOC(=O)N1CCN(S(=O)(=O)N(C)C)CC1	10%	-1.2%	1.3%	1%	-4%	-3%	4.2%	4%	-7%	0%	-6%
CCOC(=O)c1ncn2c1CN(C)C(=O)c1cc(F)ccc1-2	-1%&-3%	-2.1%	-2.4%	7%&-4%	-2%&-2%	-1%&0%	-0.7%	-24%[25.6 µM]	-1%&9%	0%	1%&0%
CCOC(=O)CSc1nc2cccnc2n1-c1ccc(F)cc1	1%	-0.3%	-0.9%	2%	0%	3%	·	-11%	?	9%	2%
CCOC(=O)Cc1nnc(NC(=O)CC)s1	3%	-0.9%	-1.4%	1%	0%	-2%	0.7%[57.5 µM]	5%	1%	1%	1%
Cc1cccc(Cn2cnc3c(nnn3Cc3ccccc3F)c2=O)c1	4%	8.2%	-0.6%	-3%	1%	-2%	1.1%	3%	1.3µM*	3%	-1%
O=C(c1ccccc1)N1CCN(CC2CC=CCC2)CC1 (configuration not stated)	6%	-1.1%	0.0%	-9%	-4%	3%	-0.4%	-12%	-12%	3%	-14%
CCc1nnc(NC(=O)c2cccc(S(=O)(=O)N3CCc4ccccc43)c2)s1	-3%	-1.5%	-0.7%	?	0%	0%	0.0%[57.5 µM]	10%	-10%	12%	0%
COc1cccc(-n2nnc3c(=O)n(CC(=O)NCC4CCCO4)cnc32)c1 (configuration not stated)	-2%	-3.6%	-1.6%	?	2%	·	-0.7%	12%	?	·	-2%
O=C(Nc1ccc(O)cc1)c1cc2n(n1)C(C(F)(F)F)CC(c1ccco1)N2 (configuration not stated)	-1%	-1.9%	-0.9%	8%	-3%	-2%	·	-2%	1%	74%[activator]	-1%
CCOC(=O)COc1ccc(S(=O)(=O)NCc2ccncc2)cc1	1%	-1.0%	-1.4%	20%	-3%	0%	-0.2%	0%	5%	0%	-5%
CC1CC(=O)C2=C(C1)OC(N)=C(C#N)C2c1coc2ccccc2c1=O (configuration not stated)	-3%	0.0%	0.5%	-28%	-2%	2%	-5.6%	-25%	-8%	-14%	-7%
CCOc1cc(-c2nc(-c3ccc(C)nc3OC)no2)cc(OCC)c1OCC	0%	0.4%	1.5%	18%	-1%	4%	9.7%	3%	0%	-1%	-7%
CCC(=O)OC1CSc2nc3ccccc3n2C1 (configuration not stated)	-1%	0.1%	1.5%	-14%	-1%	2%	0.2%[57.5 µM]	-3%	-1%	·	8%
N#Cc1ccc(CN2CCC3(CC2)CCN(C(=O)c2ccncc2)CC3)cc1	4%	-1.6%	-0.5%	-4%	-7%	0%[9.22 µM]	0.3%	3%	6%	11%	-2%
COc1ccccc1NC(=O)CN1CCN(CC(=O)Nc2ccc(F)cc2)CC1	2%	-2.1%	-3.1%	11%	-5%	4%	-0.4%	2%	-8%	10%	-8%
c1ccc(-c2cnnc(SCc3cn4cccnc4n3)n2)cc1	-1%	-1.8%	1.6%	?	-1%	3%	-0.1%[57.5 µM]	1%	10µM*	-5%	-5%
Cc1nc2ccccc2c(=O)n1/N=C/c1ccc(O)cc1	2%	-3.0%	0.6%	-7%	-1%	2%	0.3%	8%	?	-2%	-6%
CCOC1CCCCC1NS(=O)(=O)c1ccc(Cl)cc1 (configuration not stated)	11%	-1.4%	-1.0%	10%	1%	2%	-1.1%[9.22 µM]	-5%	-4%	8%	-1%
O=C(c1ccccc1)N1CCN(C2CC(=O)N(CCc3ccccc3)C2=O)CC1 (configuration not stated)	7%	0.4%	-0.3%	10%	1%	0%	-0.8%	-2%	-2%	8%	2%
CC(C)n1c(C(O)c2ccc3c(c2)OCO3)nc2ccccc21 (configuration not stated)	-4%	-0.1%	0.9%	-4%	1%	0%	0.0%[9.22 µM]	10%	3%	2%	-1%
CC1(C)O[C@@H]2C[C@H]3[C@H]4C[C@H](F)C5=CC(=O)C=C[C@@]5(C)[C@@H]4[C@H](O)C[C@]3(C)[C@]2(C(=O)CO)O1	3%[20.5 µM]	-2.8%[34.4 µM]	-0.3%[34.4 µM]	-10%[25.6 µM]	1%[26 µM]	4%[20.6 µM]	0.1%[20.6 µM]	17%[25.6 µM]	0%[17.1 µM]	-1%[17.1 µM]	-6%[25.6 µM]
COc1ncc2nc(-c3ccccc3)c(=O)n(CCC#N)c2n1	3%	0.2%	0.6%	40µM*	-7%	2%[9.22 µM]	0.5%	5%	?	23%	-8%
NC(=O)C1CCN(C(=O)c2cc3n(n2)C(C(F)(F)F)CC(c2ccco2)N3)CC1 (configuration not stated)	-3%	-2.4%	-1.0%	5%	-3%	1%	0.8%	6%	-2%	·	-1%
CC(=O)c1c(C)[nH]c(C(=O)CSc2nc3ccccc3c(=O)n2CCCN2CCOCC2)c1C	4%	0.6%	0.1%	?	-5%	0%	0.1%	-3%	?	20%	-2%
